NPC1 prom act: qHTS Assay for NPC1 Promoter Activators. Huh7 NPC1 promoter luciferase reporter, 24 h. Potency, µM (series often up to 9.22 µM), without a hit: at the top dose activation, most hits filed as activators. 320,000 tested, 2.4% active;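 also: potency is read from the fitted curve at half-maximal effect; % of control where 0% means no effect; nearly all actives have a fitted effect of over 60% in size; reporter is driven by a mutant NPC1 promoter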
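In 1536-well qHTS, Huh7 cells harboring an NPC1 promoter–luciferase construct received compound for 24 h; activation was quantified by luminescence following luciferase reagent addition.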
Mito fusion yeast: qHTS Assay for Small Molecule Inhibitors of Mitochondrial Division or Activators of Mitochondrial Fusion | S. cerevisiae fusion-defective mutant growth rescue, CellTiterGlo 48 h | Potency, µM (top dose mostly 46.1 µM), for the others: top-dose growth rescue (activation), hits mostly activators | 320,000 tested, 0.23% active | AID 485298, 2010;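 also: potency is read from the fitted curve at half-maximal effect; % of control where 0% means no effect; nearly all actives have a fitted effect of over 45% in size; temperature-sensitive fusion mutants such as fzo1-1 at 37 °C on non-fermentable ethanol glycerol medium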
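S. cerevisiae fusion-defective temperature-sensitive mutants (e.g. fzo1-1, mgm1-5) grown 48 h at 37C in YPEG (ethanol/glycerol non-fermentable) medium with 23 nl compound per well; growth rescue read as CellTiterGlo luminescence.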
MBNL1-CUG inh: qHTS Assay for Inhibitors of MBNL1-poly(CUG) RNA binding. TR-FRET MBNL1-His/biotin-(CUG)12 binding, 665/545 ratio. Muscleblind-like protein 1 (Homo sapiens), Q9NR56. Potency, µM (titrated, usually from 57.5 µM), inactives show top-dose activity change, negative = inhibition, actives largely listed as inhibitors. AID 2675, 2010. 280,000 tested, 0.036% active; active = well fitted inhibition curve with a large enough effect in the signal ratio, with a control signal flat, not every such curve was filed as active; inconclusive = small, poorly fitted or top-dose-only effect, or effect the other way, or a change in a side signal; inactive = no such curve, though single readings can be large or run the other way; the % refers to the signal ratio; also: potency is read from the fitted curve at half-maximal effect; % is scaled to controls: 0 for no effect and ±100 for the full control effect
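His-tagged MBNL1 binding to biotinylated (CUG)12 RNA was measured by TR-FRET using terbium anti-His antibody (0.055 ng/ul final) and streptavidin-XL665 (5 nM final). Compounds were titrated 92 nM to 58 uM; 60 min at room temperature.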
KCNH2 3.1 inh: qHTS for Inhibitors of KCHN2 3.1: Mutant qHTS; U2OS KCNH2 3.1, thallium flux FluxOr; active compounds read low; activity change, % (tested at about 1.8 µM); 340,000 tested, 0.95% active;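 active = maximum activity change below -70%; inconclusive = maximum activity change from -70% to -50%; inactive = maximum activity change above -50%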;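 also: thallium influx rate constant from kinetic fluorescence after stimulation buffer; % is scaled to controls: 0 for no effect and ±100 for the full control effect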
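Measured as rate of thallium-driven FluxOr signal in transduced U2OS cells carrying the 3.1 channel, read kinetically for 2 min upon stimulation; values are rate constants scaled to DMSO control wells.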
PKM2 act: qHTS Assay for Activators of Human Muscle isoform 2 Pyruvate Kinase; Pyruvate kinase PKM (Homo sapiens), P14618; purified PKM2, Kinase-Glo ATP luminescence, activation; response scale: 0% is enzyme alone, no compound; Potency, µM (doses to about 57.5 µM), inactives show at the top dose activation, actives largely listed as activators; 260,000 tested, 0.34% active; also: potency is read from the fitted curve at half-maximal effect; % is scaled to controls: 0 for no effect and ±100 for the full control effect; nearly all actives have a fitted effect of over 55% in size
Target sequence (P14618 whole entry, looked up, canonical isoform): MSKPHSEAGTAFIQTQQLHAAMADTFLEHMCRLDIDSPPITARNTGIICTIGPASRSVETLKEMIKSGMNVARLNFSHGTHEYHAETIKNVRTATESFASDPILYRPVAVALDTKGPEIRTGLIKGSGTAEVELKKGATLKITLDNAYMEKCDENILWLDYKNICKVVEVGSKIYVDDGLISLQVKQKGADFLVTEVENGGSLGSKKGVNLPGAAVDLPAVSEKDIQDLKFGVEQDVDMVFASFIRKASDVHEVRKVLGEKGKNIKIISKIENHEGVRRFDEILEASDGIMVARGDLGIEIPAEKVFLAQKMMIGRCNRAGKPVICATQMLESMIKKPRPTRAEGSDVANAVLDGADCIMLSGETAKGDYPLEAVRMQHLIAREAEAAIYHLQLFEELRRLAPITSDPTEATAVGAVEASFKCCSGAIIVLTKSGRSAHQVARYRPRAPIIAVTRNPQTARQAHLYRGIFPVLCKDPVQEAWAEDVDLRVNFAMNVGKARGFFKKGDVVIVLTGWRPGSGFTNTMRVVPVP
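Kinase-Glo luminescence reports ATP generated from ADP (0.1 mM) and PEP (0.5 mM) by purified hPK-M2 after 1 h at room temperature, pH 7.2 imidazole buffer; intermediate enzyme activity allows detecting inhibitors and activators.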
ELG1 DNA repair: qHTS screen for small molecules that inhibit ELG1-dependent DNA repair in human embryonic kidney (HEK293T) cells expressing luciferase-tagged ELG1. Potency, µM (titrated, usually from 46.1 µM), for the others: top-dose activity change, negative = inhibition, actives largely listed as inhibitors. AID 504467, 2011. HEK293T ELG1-luciferase reporter, luminescence, 16 h; DNA damage induced by 5-fluorouridine. 330,000 tested, 2.3% active; also: potency is read from the fitted curve at half-maximal effect; % is scaled to controls: 0 for no effect and ±100 for the full control effect; nearly all actives have a fitted effect of over 55% in size
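Overnight (16 hr) co-exposure of 2,000 cells/well to 5-fluorouridine and compound at 37 °C preceded detection. Luciferase was quantified via ONE-Glo luminescence; loss of signal denotes inhibition.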
FLuc counter: qHTS profiling assay for firefly luciferase inhibitor/activator using purifed enzyme and Km concentrations of substrates (counterscreen for miR-21 project) | Potency, µM (top dose mostly 57.5 µM), for the others: at the highest dose activity change, negative = inhibition, usual class: inhibitors | Luciferin 4-monooxygenase (Photinus pyralis), P08659 | 360,000 tested, 6.9% active | purified FLuc, Km substrates, luminescence inhibition;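 also: potency is read from the fitted curve at half-maximal effect; plate controls were vehicle for no effect and reference inhibitor for full effect; nearly all actives have a fitted effect of over 55% in size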
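Purified P. pyralis luciferase, 10 nM final, with Km-level 10 uM D-luciferin and 10 uM ATP in 50 mM Tris acetate pH 7.5, 10 mM Mg acetate, 0.01% Tween-20, 0.05% BSA; 6-point qHTS titration about 60 µM downward; luminescence read.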
Gal4-VP16 FLuc: VP16 counterscreen qHTS for inhibitors of ROR gamma transcriptional activity; Drosophila S2 Gal4-VP16 UAS-luciferase, luminescence, 20 h; AID 2546, 2010; Potency, µM (doses to about 53.6 µM), for the others: at the highest dose activity, negative = inhibition, hits mostly inhibitors; 310,000 tested, 3.5% active;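 also: Gal4-VP16 expression switched on by copper sulfate through the metallothionein promoter; potency is read from the fitted curve at half-maximal effect; % is scaled to controls: 0 for no effect and ±100 for the full control effect; nearly all actives have a fitted effect of over 50% in size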
Menin-MLL TR inh: qHTS Assay for Inhibitors Targeting the Menin-MLL Interaction in MLL Related Leukemias: Competition With Texas Red Labeled MLL-derived Mutant Peptide; 270,000 tested, 0.23% active; Menin + Texas Red MLL mutant peptide, fluorescence polarization; O00255; Potency, µM (titrated, usually from 61.6 µM), for the others: at the top dose FP activity change, negative = inhibition, usual class: inhibitors; active = well fitted inhibition curve with a large enough effect in the polarisation, with a control signal flat, not every such curve was filed as active; inconclusive = small, poorly fitted or top-dose-only effect, or effect the other way, or a change in a side signal; inactive = no such curve, though single readings can be large or run the other way; the % refers to the polarisation; also: potency is read from the fitted curve at half-maximal effect; % of control where 0% means no effect; many of its hits are not listed in these tables
Target sequence (O00255 whole entry, looked up): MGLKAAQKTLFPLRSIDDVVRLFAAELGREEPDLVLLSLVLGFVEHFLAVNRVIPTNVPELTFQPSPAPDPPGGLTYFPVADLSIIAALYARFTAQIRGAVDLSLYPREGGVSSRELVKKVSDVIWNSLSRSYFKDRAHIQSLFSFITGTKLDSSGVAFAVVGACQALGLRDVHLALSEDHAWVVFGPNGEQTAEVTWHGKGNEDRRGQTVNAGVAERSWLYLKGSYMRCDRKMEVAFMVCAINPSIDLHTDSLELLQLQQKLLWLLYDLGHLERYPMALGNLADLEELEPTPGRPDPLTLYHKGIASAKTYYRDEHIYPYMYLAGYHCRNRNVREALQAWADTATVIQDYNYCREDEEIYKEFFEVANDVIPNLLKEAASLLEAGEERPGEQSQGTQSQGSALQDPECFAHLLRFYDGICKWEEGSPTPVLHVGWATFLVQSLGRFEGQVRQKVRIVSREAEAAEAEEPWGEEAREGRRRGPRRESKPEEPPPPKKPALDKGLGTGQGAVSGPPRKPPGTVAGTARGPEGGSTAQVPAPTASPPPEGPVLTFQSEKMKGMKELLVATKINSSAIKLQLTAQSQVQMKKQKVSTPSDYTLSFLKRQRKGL
RORg inh: qHTS for inhibitors of ROR gamma transcriptional activity; Nuclear receptor ROR-gamma (Mus musculus), P51450; Drosophila S2 Gal4-RORgamma UAS-luciferase reporter, 20 h; Potency, µM (titrated, usually from 53.6 µM), without a hit: at the highest dose activity change, negative = inhibition, most hits filed as inhibitors; 310,000 tested, 5.4% active; also: potency is read from the fitted curve at half-maximal effect; % is scaled to controls: 0 for no effect and ±100 for the full control effect; nearly all actives have a fitted effect of over 60% in size
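Stable Schneider cell line, Gal4 DNA-binding domain fused to ROR gamma, UAS-luciferase. Cmpd 1 hr RT → CuSO4 700 uM final → 20 hr RT → luciferase reagent 10 min → luminescence.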
Rab9 prom act: qHTS Assay for Rab9 Promoter Activators | Huh7 Rab9 promoter-luciferase reporter, luminescence, 24 h | Potency, µM (series often up to 9.22 µM), inactives show top-dose activation, negative = inhibition, actives largely listed as activators | 320,000 tested, 2.8% active | AID 485297, 2010; also: potency is read from the fitted curve at half-maximal effect; % of control where 0% means no effect; nearly all actives have a fitted effect of over 60% in size
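Cells were plated at 1500 per well in reduced-serum medium with 10% FBS and left 2 h. Compound in DMSO was then added for 24 h at 37 °C. Reporter signal was read by luminescence after 10 min with luciferase detection reagent.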
Active calls of the source: *; u = inconclusive; x = no result given; & = joins results of further samples; [ ] = dose if it differs, or a comment. Unless noted, calls follow the shape of the dose curve; as a rule, active = well fitted curve in the direction sought with a large enough effect; inconclusive = small, poorly fitted or top-dose-only effect, or another doubt; inactive = no such curve, though single readings can be large; an effect the other way counts as inactive or inconclusive. The list is partial; rates above refer to the full screens.

Compound	Mito fusion yeast	FLuc counter	RORg inh	Rab9 prom act	KCNH2 3.1 inh	ELG1 DNA repair	Gal4-VP16 FLuc	MBNL1-CUG inh	Menin-MLL TR inh	PKM2 act	NPC1 prom act
COc1ccc(C(=O)N/N=C/c2cc3ccccc3[nH]c2=S)cc1	8.6%	u	8.91µM*	9.0%	-1.3	u	8.91µM*	u	u	18.3%	3.6%
C/C(=N/NC(=O)C1CCCCC1)c1ccc([N+](=O)[O-])cc1	0.1%	0.0%	-41.7%	10.6%	-17.1	9.8%	0.4%	37.1%[activator]	0.0%	10.7%	-2.8%
CCC(C)NC(=O)c1ccccc1NC(=O)c1ccc(CSc2ccc(C)cc2)cc1 (stereo unspecified)	-9.3%	-1.1%	-6.2%	-9.9%	-13.5	5.2%	3.2%	u	21.1%	-0.1%	-0.6%
O=C(NCc1ccccc1Cl)C1CCCO1 (stereo unspecified)	2.5%	-0.3%	-10.4%	-2.5%	-21.2	5.9%	-1.7%	-3.4%	-8.8%	-33.5%	-0.4%
CCCCNC(=O)Nc1ccc2c(c1)N(C)C(=O)c1ccccc1S2	1.9%	-7.4%&1.9%	10.6%	2.5%	2.9	-16.6%	-6.8%	-7.3%	37.1%[activator]	x	-3.2%
CCCCCn1c(=O)[nH]c2cc(C(=O)NCCCN3CCCCC3C)ccc2c1=O (stereo unspecified)	-6.1%	2.1%	-0.1%	6.8%	-14.1	0.6%	3.5%	-5.1%	-15.8%	x	0.5%
O=C(Cn1c(=O)oc2cc(S(=O)(=O)NCc3ccccc3)ccc21)N1CCCC1	-1.2%	-3.4%	35.3%	-1.4%	7.1	-7.5%	-0.2%	-0.9%	x	1.9%	-5.5%
CC1CCCCN1C(=O)CSc1nnc(CSc2ncccn2)n1C (stereo unspecified)	-3.4%	5.4%	2.1%	-2.1%	25.0	-5.7%	0.6%	-8.7%	-8.0%	-1.6%	-2.4%
CCOC(=O)c1sc2ncn(C(C)C(=O)OC)c(=O)c2c1C (stereo unspecified)	13.2%	-7.1%	-0.8%	-4.3%	11.7	9.8%	11.1%	-7.0%	5.2%	-0.2%	2.0%
O=C(CSc1nc(O)cc(=O)n1-c1ccccc1)Nc1ccc(Br)cn1	3.8%	1.1%	13.5%	-12.5%	10.7	-1.4%	4.8%	-4.3%	-18.2%	3.5%	-5.2%
CCSc1nc2sc3c(c2c(=O)n1-c1ccccc1C)CCN(C)C3	-14.9%	-1.2%	-17.0%	-3.7%	-6.0	12.5%	12.8%	17.0%	u	x	1.3%
C=C1C2(C(=O)Nc3nccs3)CCC(C2)C1(C)C (stereo unspecified)	-6.0%	-8.1%	-20.6%[10 µM]	-0.3%	4.4	u	0.4%	-9.0%	2.6%	4.6%	-1.1%
Cc1cc2nc(NC3=NCN(CCN4CCOCC4)CN3)nc(C)c2cc1C	-0.1%	2.9%	-9.5%[10 µM]	4.9%	x	-0.4%	2.2%	5.7%	1.2%	4.8%	-3.5%
O=C(c1ccccc1)c1ccc(OCC(O)CN2CCN(S(=O)(=O)N3CCCCC3)CC2)cc1 (stereo unspecified)	0.5%	-2.1%	2.3%	-6.7%	-49.6	18.4µM*	-25.0%	-3.7%	-5.8%	6.2%	-6.7%
CCCOC(=O)c1c(NC(=O)c2cnn3c2NC(c2ccccc2)CC3C(F)(F)F)sc2c1CCCC2 (stereo unspecified)	-0.3%	12.9%	4.0%	-0.4%	5.4	8.3%	-11.7%	5.8%	0.5%	-16.0%	-1.7%
COc1cc(/C=C2\SC(=S)N(NC(=O)c3ccccc3O)C2=O)ccc1O	10.9%	16.9µM*	-6.3%	-3.8%[1.84 µM]	-11.3	18.2%	4.7%	u	u	x	-2.1%
COc1ccc(NC(=O)CSc2nnc(NC(=O)CN3CCOCC3)s2)cc1	1.4%	-13.7%	-12.7%	-1.7%	28.7	5.6%	2.4%	-4.3%	-0.3%	1.3%	-3.8%
CC(=O)NCCc1c(C)n(Cc2ccccc2)c2ccccc12	4.1%	-7.3%	18.9%	6.3%	-4.2	9.5%	-15.2%	1.9%	-9.9%	-11.4%	-2.5%
O=C(CCC(NC(=O)OCc1ccccc1)C(=O)OCc1ccccc1)NCC(=O)OCc1ccccc1 (stereo unspecified)	-4.9%	5.4%	-5.4%	1.0%	-5.0	11.0%	-15.3%	-8.3%	-5.4%	5.4%	-3.8%
CSCC[C@H](NC(=O)OC(C)(C)C)C(=O)N1CCC(C(=O)N[C@@H](C)C(=O)NCc2ccc(F)cc2)CC1	1.5%	5.4%	1.2%	-12.7%	7.1	13.2%	-3.0%	-5.3%	-7.6%	1.7%	1.2%
Cc1ccc(Cn2c(-n3nc(C)cc3C)nc3c2c(=O)[nH]c(=O)n3C)cc1	10.6%	4.4%	1.6%	-6.6%	2.8	1.8%	12.7%	-1.7%	-16.4%	8.1%	13.7%
CCOC(=O)C1CCCN(S(=O)(=O)c2ccc3c(c2)C(C)(C)C(=O)N3C)C1 (stereo unspecified)	-0.1%	1.9%	-5.5%	0.2%	6.5	29.4%	-3.6%	4.5%	-0.4%	0.5%	-2.7%
Nc1ccc2nc(Cc3ccccc3)[nH]c2c1	-10.5%	u	8.6%	2.3%	-4.4	0.3%	-9.9%	-8.3%	2.0%	u	0.3%
CCN1C(=O)CC(C(=O)NC)SC1=Nc1cc(Cl)c(O)c(Cl)c1 (stereo unspecified)	-0.2%	-0.1%	-0.1%	22.3%	4.1	8.4%	3.1%	-8.5%	-5.9%[11.7 µM]	-0.9%	0.5%
CCOc1ccccc1NS(=O)(=O)N(C)C	-0.2%	0.9%	15.9%	0.7%	-12.5	0.9%	-3.9%	-13.0%	-0.5%	3.3%	4.3%
CCCOc1ccc(N2C(=O)C3ON(c4ccccc4)C(CCC)C3C2=O)cc1 (stereo unspecified)	-2.5%	-1.3%	-6.0%	8.7%	-15.3	0.3%	5.9%	-16.2%	6.2%	-1.0%	-1.6%
O=C(CNC(=O)c1ccccc1)OC(C(=O)Nc1cc(C(F)(F)F)ccc1Cl)c1ccccc1 (stereo unspecified)	-5.2%	-2.4%	-26.7%	0.6%	-31.5	-7.1%	-6.9%	1.2%	3.0%	11.6%	0.5%
O=C(Nc1ccccc1OC(F)F)C1CCCN1C(=O)c1cccs1 (stereo unspecified)	0.5%	2.3%	4.5%	-9.6%	13.2	7.5%	-1.7%	x	4.8%	-0.3%	-2.7%
NC(=O)COC(=O)c1oc2ccccc2c1CSc1ccc(Cl)cc1	u	7.1%	-3.0%	-8.1%	-7.1	-6.6%	u	-1.5%	-3.6%	18.5%	-0.5%
COc1cc(OC)cc(-c2oc(=O)c3cc(OC)c(OC)cc3c2C#CCCCO)c1	5.4%	-4.2%	x	-0.3%	1.5	u	x	x	x	x	-0.9%
Nc1ccc2c(c1)nnn2-c1ccccc1	-3.8%	u	u	25.1%	4.5	u	-2.2%	17.0%	x	-18.1%	u
CCCn1c(C)cc(=O)c2cc(NC(=O)c3ccccn3)ccc21	-2.7%	-1.1%	35.4%	3.8%	-8.9	16.4µM*	-13.6%	-1.5%	-14.0%	1.3%	1.0%
CCn1c(=O)c(C(=O)NNS(=O)(=O)c2ccc(Cl)cc2)c(O)c2ccccc21	-2.4%	6.7%	19.1%	-3.7%	-7.7	15.8%	-26.9%	-20.4%	21.7%	14.1%	0.3%
COc1cc(/C=N/Nc2nc3ccccc3[nH]c2=O)ccc1O	u	15.1µM*	u	1.9%	-3.1	6.5%	27.1%	u	8.9%	-0.1%	9.0%
